# Assay outcomes from PubChem BioAssay.
# Pemphigus Ab inh: inhibitors of pemphigus antibody binding to human desmoglein-3. 0.48% of 310,000 active. P32926. binding (percent of control), % at 10 µM. DSG3-coupled beads, scFv-anti-DSG3-GFP binding, flow cytometry; stronger effect = lower value;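 active = binding more than 3 SD below its plate's average and above zero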;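 also: hits lower antibody fragment binding to DSG3; some compounds called inactive have numbers as strong as hits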
# Arrestin-AP2 inh: inhibitors of human beta-arrestin and AP2 interaction. inhibition, % at 10 µM. 0.31% of 340,000 active. FITC-arrestin peptide / GST-AP2 beads, flow cytometry; AP2 beta2 appendage carries R879A mutation;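 active = inhibition above a set limit, near 3 SD of compounds lacking own fluorescence, cut at about 54% in these data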;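 also: plate controls were DMSO wells for no effect and 5 µM unlabelled arrestin peptide for full effect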
#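 System: GST-AP2 R879A glutathione beads; medium: PBS, Tween 20 0.05%, BSA 0.1%; reagent: fluorescein-tagged arrestin peptide at 50 nM final; schedule: pre-incubation 12 min, peptide binding 1 h, room temperature; detection: flow cytometry, FL1 (488/535 nm); read-out: inhibition as reduced fluorescein signal on beads, percent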
# LANA DNA inh: KSHV C-LANA DNA binding inhibition; 0.078% of 340,000 active; MBP-C-LANA/FAM-LBS DNA binding, fluorescence polarization; AID 504423; inhibition, % at 9 µM;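 active = highest replicate inhibition at or above 60% at 9 µM, even if other replicates fall short; inactive = all replicates below 60% inhibition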;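 also: 0% = neutral control wells and 100% = 4 µM acridine orange control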
# RTF Ca sens inh: cardiac RTF calcium desensitization | P19429+P45379 | 0.12% of 340,000 active | inhibition, % at 7.15 µM | IANBD-labeled cardiac RTF, Ca2+ fluorescence | AID 493244;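 active = inhibition above the mean inhibition of all tested compounds plus 3 SD, cut at about 17% in these data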;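 also: assay run at fixed EC70 calcium of 1.6 mM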
# CAL PDZ FP-1: inhibitors of human CAL PDZ peptide binding; Q9HD26; purified CAL PDZ, TMR-peptide fluorescence polarization, 1 h; inhibition, % at 24.9 µM; 0.92% of 300,000 active; AID 602252;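 active = mean inhibition of at least 30% with at least half of replicates also reaching 30%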;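 also: 0% = DMSO neutral control and 100% = excess unlabeled competitor peptide PRC23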
# CAL PDZ FP-2: human CAL PDZ-peptide interaction inhibition | inhibition, % at 20 µM | AID 504414 | 0.02% of 330,000 active | purified CAL PDZ, TMR-peptide fluorescence polarization, 1 h | Q9HD26;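 active = highest replicate inhibition of at least 40%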;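 also: plate controls were DMSO neutral control wells for no effect and unlabeled competitor peptide control wells for full effect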
#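 Assay system – tagged CAL PDZ protein CerCALP, purified · Timing – 1 h at RT · Compound – single point, 20 µM · Measured by – fluorescence polarization from S- and P-plane intensities, G-factor corrected · Evaluation – inhibition from polarization loss · Probe or stimulus – TMR reporter peptide T*-PRC34 · Buffer or medium – pH 7.4 phosphate-saline buffer, reducing agent, detergent, IgG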
# Keap1-Nrf2 PPI: inhibitors of human Keap1-Nrf2 protein-protein interaction; inhibition, % at 9.4 µM; 0.15% of 340,000 active; Keap1 Kelch-Nrf2 peptide fluorescence polarization, 1536-well; AID 504523; Q14145; in the data active = inhibition above about 12%;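 also: human Keap1 Kelch domain with fluorescein labeled Nrf2 9mer peptide probe; 0% = neutral control wells and 100% = peptide positive control; higher means more block of Keap1 binding to Nrf2 peptide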
# DAGLB inh: diacylglycerol lipase beta (human) inhibition; Q8NCG7; HEK293T DAGLB membrane lysate, EnzChek fluorogenic substrate; inhibition, % at 5.17 µM; 0.059% of 340,000 active; in the data active = inhibition above about 34%;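 also: 0% = enzyme with vehicle and 100% = wells lacking enzyme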
# Target sequence (Q8NCG7 whole entry, looked up): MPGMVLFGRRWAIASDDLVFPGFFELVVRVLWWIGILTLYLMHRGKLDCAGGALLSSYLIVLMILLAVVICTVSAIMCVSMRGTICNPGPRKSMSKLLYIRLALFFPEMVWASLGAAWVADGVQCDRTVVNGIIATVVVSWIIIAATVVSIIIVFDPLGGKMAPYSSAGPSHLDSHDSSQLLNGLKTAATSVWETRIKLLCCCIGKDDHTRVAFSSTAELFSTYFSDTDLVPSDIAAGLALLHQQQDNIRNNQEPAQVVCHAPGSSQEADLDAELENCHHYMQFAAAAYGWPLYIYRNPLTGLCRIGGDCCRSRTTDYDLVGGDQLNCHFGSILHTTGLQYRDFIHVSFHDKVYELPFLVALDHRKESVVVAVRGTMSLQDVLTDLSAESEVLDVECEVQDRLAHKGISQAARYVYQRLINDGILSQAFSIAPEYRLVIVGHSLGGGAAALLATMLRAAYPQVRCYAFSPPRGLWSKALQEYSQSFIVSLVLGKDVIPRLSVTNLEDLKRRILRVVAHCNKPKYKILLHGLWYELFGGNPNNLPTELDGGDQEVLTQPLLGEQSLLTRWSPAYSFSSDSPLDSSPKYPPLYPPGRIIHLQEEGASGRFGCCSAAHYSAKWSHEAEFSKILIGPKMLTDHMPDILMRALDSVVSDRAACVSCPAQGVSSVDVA
# NSD2 HMT inh: blocks human histone methyltransferase NSD2 | inhibition, % at 12.5 µM | 0.54% of 310,000 active | O96028 | NSD2 peptide methylation, AlphaScreen, 120 min; in the data active = inhibition above about 50%
# V-ATPase pH: yeast V-ATPase proton transport regulation by pHLuorin | AID 504577 | S. cerevisiae, pHLuorin cytosolic pH fluorescence | response, % at 10 µM | 0.37% of 350,000 active; in the data active = response mostly above about 7.3%, no sharp cut-off; inactive = mostly below about 5.4%; also: actives read high; inactives centre near 0; some compounds called inactive have numbers as strong as hits; reference of the scale not given here
# * hit, by the source's call; nt = not tested or not shown.
canonical_smiles	Pemphigus Ab inh	Arrestin-AP2 inh	LANA DNA inh	RTF Ca sens inh	CAL PDZ FP-1	CAL PDZ FP-2	Keap1-Nrf2 PPI	DAGLB inh	NSD2 HMT inh	V-ATPase pH
Fc1ccc(COc2ccc3ccccc3c2CNc2nn[nH]n2)cc1	103.2	18.9	-1.1	1.3	15.2	-0.4	2.0	6.1	10.6	3.0
CC(C)COc1ccc(/C=C2/Sc3ccccc3C2=O)cc1	112.4	2.1	4.7	-11.5	4.0	-1.5	5.0	-2.0	15.2	3.8
COc1ccc(CCn2c(=S)[nH]c3cc(C(=O)NCc4ccco4)ccc3c2=O)cc1OC	102.2	-0.9	1.2	0.5	nt	-2.4	0.1	1.9	nt	1.9
CCNC(=S)N1CCC(n2cnc3ccccc32)CC1	103.2	-23.5	1.9	-2.8	-3.4	3.1	-4.7	0.6	0.4	-1.9
CCCc1ccc(OCC(O)CN2CCN(c3ccccn3)CC2)cc1 (stereo not given)	109.1	-4.1	0.9	2.3	nt	0.4	-5.3	-7.8	5.2	-4.0
N#CC1(NC(=O)CN2CCc3ccccc3C2)CCCC1	100.0	44.6	-1.4	4.0	4.1	-0.1	0.0	-1.9	-4.4	0.3
COc1ccccc1N1CCN(/N=C/c2cccc(O)c2)CC1	81.8	0.2	2.3	-8.9	-1.2	-2.6	4.6	1.9	2.2	2.5

# Copied from the entries so far, 7 compounds:
canonical_smiles	Pemphigus Ab inh	Arrestin-AP2 inh	LANA DNA inh	RTF Ca sens inh	CAL PDZ FP-1	CAL PDZ FP-2	Keap1-Nrf2 PPI	DAGLB inh	NSD2 HMT inh	V-ATPase pH
Fc1ccc(COc2ccc3ccccc3c2CNc2nn[nH]n2)cc1	103.2	18.9	-1.1	1.3	15.2	-0.4	2.0	6.1	10.6	3.0
CC(C)COc1ccc(/C=C2/Sc3ccccc3C2=O)cc1	112.4	2.1	4.7	-11.5	4.0	-1.5	5.0	-2.0	15.2	3.8
COc1ccc(CCn2c(=S)[nH]c3cc(C(=O)NCc4ccco4)ccc3c2=O)cc1OC	102.2	-0.9	1.2	0.5	nt	-2.4	0.1	1.9	nt	1.9
CCNC(=S)N1CCC(n2cnc3ccccc32)CC1	103.2	-23.5	1.9	-2.8	-3.4	3.1	-4.7	0.6	0.4	-1.9
CCCc1ccc(OCC(O)CN2CCN(c3ccccn3)CC2)cc1 (stereo not given)	109.1	-4.1	0.9	2.3	nt	0.4	-5.3	-7.8	5.2	-4.0
N#CC1(NC(=O)CN2CCc3ccccc3C2)CCCC1	100.0	44.6	-1.4	4.0	4.1	-0.1	0.0	-1.9	-4.4	0.3
COc1ccccc1N1CCN(/N=C/c2cccc(O)c2)CC1	81.8	0.2	2.3	-8.9	-1.2	-2.6	4.6	1.9	2.2	2.5

# A portion of the library; the hit share may differ from the screen's.
